# TCR activator = activators of T cell receptors | primary human leukocytes, anti-CD3, IL-2 HTRF, 48 h | Potency, µM (doses to about 9.22 µM), without a hit: top-dose activation of IL-2 secretion, actives largely listed as activators | 330,000 tested, under 10 active; further: % of control where 0% means no effect
#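 IL-2 produced over 48 hr by a-CD3 bead-stimulated primary human leukocytes exposed to compounds was detected with a homogeneous time-resolved FRET immunoassay, 665nm acceptor signal after 320nm excitation.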
# Eya2 phos inh = blocks the phosphatase activity of human Eya2. O00167. recombinant Eya2, OMFP fluorescence dephosphorylation (OMFP is methylfluorescein phosphate). Potency, µM (series often up to 76.9 µM), inactives show at the top dose activity, negative = inhibition, most hits filed as inhibitors. actives 0.006% (n = 330,000); further: potency means the concentration at half of the fitted maximal effect; on the % scale 0 is the no-effect control and ±100 the full control effect
#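 Eya2 protein (added as 0.2 uM solution) was preincubated with compound for 10 min at ambient temperature in 50 mM HEPES pH 7.5, 50 mM NaCl, 5 uM MgCl2, 0.05% BSA, 1 mM DTT. OMFP (added at 50 uM) then reacted 10 min; fluorescence read at 485/525 nm.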
# TSG101-PTAP inh = blocks PTAP/TSG101 interaction to inhibit HIV-1 budding. Q99816. 340,000 tested, under 10 active. Fluorescence polarization, FITC-PTAP peptide / Tsg101 binding. Potency, µM (top dose mostly 115 µM), for inactives: top-dose activity change, negative = inhibition, hits mostly inhibitors; active means well fitted inhibition curve with a large enough effect in the main read-out, with a control signal flat, not every such curve was filed as active; inconclusive means small, poorly fitted or top-dose-only effect, or effect the other way, or a change in a side signal; inactive means no such curve, though single readings can be large or run the other way; further: potency means the concentration at half of the fitted maximal effect; % of control where 0% means no effect
# Target sequence (Q99816 whole entry, looked up): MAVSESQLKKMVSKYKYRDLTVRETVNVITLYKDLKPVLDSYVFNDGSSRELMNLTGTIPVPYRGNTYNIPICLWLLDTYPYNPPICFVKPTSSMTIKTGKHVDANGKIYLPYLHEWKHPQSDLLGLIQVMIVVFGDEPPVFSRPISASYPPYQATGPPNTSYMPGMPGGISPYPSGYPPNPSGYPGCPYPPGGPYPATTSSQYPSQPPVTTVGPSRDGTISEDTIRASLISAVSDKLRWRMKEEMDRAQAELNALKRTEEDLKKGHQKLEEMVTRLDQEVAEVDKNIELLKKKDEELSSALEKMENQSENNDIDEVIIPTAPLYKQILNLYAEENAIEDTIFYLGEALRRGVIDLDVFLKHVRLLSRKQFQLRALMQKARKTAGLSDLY
#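 Steps: Tsg101 binding domain dispensed (10 uM final), compounds pinned in DMSO, FITC-labeled PTAP-motif peptide added (50 nM final); after 20 min binding at room temperature, polarization measured.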
# ASM inhibitor = blocks human secretory acid sphingomyelinase; P17405; placental ASM, HMU-PC fluorogenic substrate, 60 min; Potency, µM (highest dose often 57.5 µM), for inactives: top-dose activity change, negative = inhibition, hits mostly inhibitors; actives 0.006% (n = 340,000); AID 504937; further: potency means the concentration at half of the fitted maximal effect
#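 HMU-PC0 cleavage (9 uM final) by human placental ASM, 60 min at 37 °C following 10 min compound exposure at RT; stopped at pH 10, fluorescence Ex 386/Em 447 nm.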
# Chronic BCR inh = blocks chronic active B-cell receptor signaling; ABC-DLBCL IkBa-CBG/CBR reporter, luminescence ratio, 4 h; Potency, µM (highest dose often 46.1 µM), for the others: top-dose ratio change, negative = lower green/red ratio, usual class: inhibitors; actives 0.05% (n = 340,000); active means well fitted inhibition curve with a large enough effect in the signal ratio, with a control signal flat, not every such curve was filed as active; inconclusive means small, poorly fitted or top-dose-only effect, or effect the other way, or a change in a side signal; the % refers to the signal ratio;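 further: potency means the concentration at half of the fitted maximal effect; plate controls were basal doxycycline-induced cells for no effect and cells given 10 µM MG132 for full effect; MG132 reads +100%, hits lower the ratio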
#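 TMD8 human ABC-DLBCL cells with doxycycline-inducible IκBα–green luciferase fusion and unfused red luciferase, in 0.5% FBS medium; compounds up to 46 uM, 4 h at 37C. Green/red luminescence ratio, filter-overlap corrected, fitted to concentration-response curves.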
# Integrin act MD = integrin-mediated muscular dystrophy alleviation activation; alpha7betagal myoblasts, beta-gal FDG fluorescence, 48 h; Potency, µM (titrated, usually from 38.3 µM), without a hit: top-dose activation, most hits filed as activators; actives 0.064% (n = 350,000); AID 624291;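 further: potency means the concentration at half of the fitted maximal effect; 100% = response of the positive control SU9516; nearly all actives have a fitted effect of over 60% in size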
#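 alpha7betagal+/- myoblasts (passage 13, 250/well) treated 48 h at 37C with compounds at 1:260 dilution of DMSO stock. Lysed, then beta-galactosidase activity read as FDG fluorescence (ex 480/em 540) after 30 min, with pre-read for autofluorescence.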
# ELG1 repair inh = inhibitors of ELG1-dependent DNA repair in HEK293T cells | HEK293T ELG1-luciferase reporter, luminescence, 16 h; DNA damage induced by 5-fluorouridine | Potency, µM (titrated, usually from 46.1 µM), for the others: top-dose activity change, negative = inhibition, actives largely listed as inhibitors | actives 2.3% (n = 330,000) | AID 504467; further: potency means the concentration at half of the fitted maximal effect; on the % scale 0 is the no-effect control and ±100 the full control effect; nearly all actives have a fitted effect of over 55% in size
#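 Cells (2,000 per well) received 5-fluorouridine plus test compound or DMSO and were incubated 16 hr at 37 °C, 5% CO2. Luciferase activity was read by luminescence 30 min after ONE-Glo addition; signal suppression marked inhibition of damage-induced ELG1 function.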
# Tb PFK block = T. brucei PFK enzyme inhibition; O15648; T. brucei PFK, ADP-Glo luminescence; Potency, µM (series often up to 57.5 µM), for inactives: at the top dose activity, negative = inhibition, actives largely listed as inhibitors; actives 0.17% (n = 330,000);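 further: potency means the concentration at half of the fitted maximal effect; 0% = uninhibited 1x PFK enzyme wells and -100% = no-enzyme wells; nearly all actives have a fitted effect of over 60% in size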
# Target sequence (O15648 whole entry, looked up): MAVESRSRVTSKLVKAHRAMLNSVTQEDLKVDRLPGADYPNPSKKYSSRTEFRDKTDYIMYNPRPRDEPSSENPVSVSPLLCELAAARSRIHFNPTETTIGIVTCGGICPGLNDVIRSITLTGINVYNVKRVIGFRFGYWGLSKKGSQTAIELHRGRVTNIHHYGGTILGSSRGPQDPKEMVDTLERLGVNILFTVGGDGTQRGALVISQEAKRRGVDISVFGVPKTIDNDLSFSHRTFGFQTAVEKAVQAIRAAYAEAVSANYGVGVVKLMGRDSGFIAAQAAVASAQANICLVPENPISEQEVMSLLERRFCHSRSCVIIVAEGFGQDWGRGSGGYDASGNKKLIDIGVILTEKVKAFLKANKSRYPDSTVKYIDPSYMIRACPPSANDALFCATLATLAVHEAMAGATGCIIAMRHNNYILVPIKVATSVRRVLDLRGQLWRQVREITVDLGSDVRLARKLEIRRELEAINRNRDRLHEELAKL
#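 1.25 nM PFK with 0.5 mM F6P and 0.1 mM ATP in 0.1 M TEA pH 8.0, 5 mM MgCl2, incubated 45 min at room temperature; ADP measured by ADP-Glo luminescence; compounds titrated up to 57 uM.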
# AT treatment = potential ataxia-telangiectasia treatment; AID 485349; Potency, µM (highest dose often 57.5 µM), inactives show at the top dose activation, most hits filed as activators; […] A-T fibroblasts, KAP-1 phosphorylation AlphaLISA; neocarzinostatin DNA damage 30 min before lysis; actives 0.19% (n = 320,000); further: potency means the concentration at half of the fitted maximal effect; % of control where 0% means no effect; nearly all actives have a fitted effect of over 45% in size
#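 ATM-like activity read as KAP-1 phosphorylation via AlphaLISA donor/acceptor antibody pairs after lysis and 6 hr at 25C. Cells were ATM-null patient fibroblasts ([…], hTERT), dosed 60 min, then exposed to the DSB inducer NCS for 30 min.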
# Mito fusion yeast = inhibitors of mitochondrial division or activators of mitochondrial fusion | S. cerevisiae fusion-defective mutant growth rescue, CellTiterGlo 48 h | Potency, µM (top dose mostly 46.1 µM), for inactives: at the top dose growth rescue (activation), usual class: activators | actives 0.23% (n = 320,000);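 further: potency means the concentration at half of the fitted maximal effect; % of control where 0% means no effect; nearly all actives have a fitted effect of over 45% in size; temperature-sensitive fusion mutants such as fzo1-1 at 37 °C on non-fermentable ethanol glycerol medium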
#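 S. cerevisiae fusion-defective temperature-sensitive mutants (e.g. fzo1-1, mgm1-5) grown 48 h at 37C in YPEG (ethanol/glycerol non-fermentable) medium with 23 nl compound per well; growth rescue read as CellTiterGlo luminescence.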
# TSHR antagonist = blocks TSH signaling through the human TSH receptor; P16473; actives 0.2% (n = 330,000); AID 504810; activity change, negative = inhibition, % at 11.5 µM; TSHR-expressing cells, TSH-stimulated cAMP HTRF, 2 h; stronger effect = lower value;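 active means activity change below a set negative limit, meaning inhibition stronger than a set level, cut at about -70% in these data; inconclusive means activity change between two set negative limits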; further: on the % scale 0 is the no-effect control and ±100 the full control effect
#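 Inhibition of cAMP made by TSHR-expressing cells under TSH stimulation (4nM final, EC80; 2 h, 37 deg C) is quantified with a one-step lysis HTRF kit, anti-cAMP cryptate versus cAMP-d2.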
# Starred values were filed as active, the others as inactive; ? = inconclusive; / = not tested or not shown; [ ] = remark or other dose. Unless noted, the call rests on the fitted dose curve; in most records, active means well fitted curve in the direction sought with a large enough effect; inconclusive means small, poorly fitted or top-dose-only effect, or another doubt; inactive means no such curve, though single readings can be large; an effect the other way counts as inactive or inconclusive. Hits appear at their usual frequency; about 3.2% have a hit in one of these screens.
SMILES,TCR activator,Eya2 phos inh,TSG101-PTAP inh,ASM inhibitor,Chronic BCR inh,Integrin act MD,ELG1 repair inh,Tb PFK block,AT treatment,Mito fusion yeast,TSHR antagonist
O=C(Nc1ccc(N2CCOCC2)cc1)C1CC(=O)N(c2ccccc2)C1 (stereo not drawn),-24.2%,0.4%,0.4%,-1.0%,11.5%,-1.5%,?,4.3%,-1.3%,-2.2%,-9.6
COc1cc(C(CC(=O)N2CCCC2)c2c(OC)cc(OC)c3c(-c4ccccc4)cc(=O)oc23)cc(OC)c1OC (stereo not drawn),2.1%,-16.9%,/,-20.4%,-17.3%,-18.2%,-24.0%,-14.8%,24.3%,8.8%,-9.1
Cc1ccccc1C(=O)NC(=S)Nc1sc2c(c1C#N)CCCC2,-3.9%,-18.0%,1.7%,?,-21.8%,5.8%,?,-12.2%,0.8%,?,-2.4
CC(C)C[C@H](N)C(=O)N1CCC(C(=O)N[C@H](C(=O)NC(C)c2ccccc2)C(C)C)CC1 (stereo partly drawn),6.2%,14.8%,-2.3%,-2.7%,5.7%,29.9%,21.1%,-4.1%,-5.5%,-0.9%,0.0
CCC(=O)OCCNc1cc(Sc2nc3ccccc3[nH]2)c2nonc2c1[N+](=O)[O-],-10.4%[46.1 µM],5.3%,-3.3%,-9.8%,?,-59.2%[inhibitor],-10.8%,?,-5.0%,10.9%,?
Cc1ccc(N(CC(=O)NCc2ccccc2Cl)S(=O)(=O)c2c(C)noc2C)cc1,-1.2%,-7.0%,0.3%,-0.9%,-0.8%,7.1%,-6.3%,1.3%,20.1%,-2.4%,-4.0
COc1cc(SC)ccc1C(=O)NCCOc1ccc(Cl)cc1,0.8%[46.1 µM],2.0%,-4.4%,-7.5%,12.1%,7.2%,-15.4%,-1.8%,5.5%,?,-13.0
CS(=O)(=O)n1nc(-c2ccccc2)nc1N,/,3.4%,-3.8%,3.3%,16.4%,9.5%,-2.4%,-3.8%,0.1%,-2.2%,-4.2
O=C(OCC(=O)N1CCCCCC1)c1ccc[nH]c1=O,-4.0%,5.0%,-1.8%,4.5%,?,14.9%,12.1%,0.7%,5.2%,/,-0.6
COc1ccc(C(CC(=O)Nc2ccccn2)N2Cc3ccccc3C2=O)cc1OC (stereo not drawn),-0.3%,-27.0%,-7.3%,5.9%,-6.9%,-22.9%,-12.4%,-1.8%,-2.7%,1.7%,3.1
CCOC(=O)C(=O)Nc1ccccc1C(=O)NC(C)C,-3.3%,20.3%,-8.7%,-3.8%,9.5%,14.0%,11.2%,1.1%,2.3%,1.6%,4.7
CCOCCCNC(=S)N(CCCN(C)C)Cc1cc2cc3c(cc2[nH]c1=O)OCCO3,-4.4%,-5.8%,-0.6%,38.4%,-8.7%,-18.5%,-3.1%,-7.3%,2.0%,2.3%,17.4
O=C(Cn1cc(C(=O)c2ccco2)c2ccccc21)NC1CC1,4.3%,-1.3%,-1.9%,1.4%,16.3%,36.2%,15.1%,-5.3%,3.7%,2.7%,-1.9
COc1ccccc1NC(=O)CCc1nnc2ccc(N3CCC4(CC3)OCCO4)nn12,1.8%,4.9%,-0.8%,4.3%,-3.2%,?,-7.6%,0.6%,?,23.2%,37.4
COc1ccc(S(=O)(=O)N2CCN(c3cnccn3)CC2)cc1,-5.2%[46.1 µM],-6.3%,-0.9%,4.2%,2.6%,-16.2%,-7.5%,0.0%,1.9%,/,-3.0
O=C(NCN1CCCCC1)c1cnccn1,-3.2%,10.0%,-2.2%,-0.3%,9.4%,-2.2%,-7.8%,3.8%,1.6%,-0.1%,-2.7
CCOc1ccccc1N1CCN(CC(O)COc2ccc3c(C)cc(=O)oc3c2)CC1 (stereo not drawn),0.2%,-27.5%,-6.8%,6.4%,?,6.6%,-21.4%,-6.6%,-0.9%,2.4%,-3.4
COc1ccc(NC(=O)c2nc(-n3nc(C)cc3C)ccc2Cl)cc1Cl,-0.7%[46.1 µM],-6.2%,-0.2%,5.3%,-0.1%,1.0%,-12.7%,-1.1%,-9.7%,4.9%,-11.0
CC1(C)N=C2C(=[N+]1[O-])CCC/C2=N\O,-0.9%,11.5%,-0.4%,2.3%,3.2%,8.3%,-0.5%,3.1%,-4.0%,-0.7%,0.7
CCOC(=O)c1nn(-c2c(C)n(C)n(-c3ccccc3)c2=O)cc1O,1.9%,5.5%,1.1%,-1.3%,2.9%,10.3%,-6.8%,0.6%,19.4%,-1.4%,-1.0
COC(=O)Cn1c(N)[n+](Cc2ccccc2)c2ccccc21,0.2%,6.2%,-1.6%,-3.2%,0.5%,21.3%,0.1%,-5.6%,21.3%,-6.1%,10.7
C=C1CCC[C@]2(C)C[C@H]3OC(=O)C(CNC(C)CC)[C@H]3CC12 (stereo partly drawn),3.7%,-13.0%,-1.4%,-3.7%,?,-70.8%[inhibitor],-4.2%,-0.9%,-7.4%,-9.2%,-36.3
Cc1cc(C)n2nc(CCc3ccccc3)nc2n1,7.6%,31.3%,-4.2%,3.8%,-2.7%,-3.7%[7.66 µM],?,-2.8%,1.2%,1.1%,1.5
COc1ccc(NC(=O)CSc2n[nH]c(N)n2)c([N+](=O)[O-])c1,4.1%,6.9%,-0.2%,-2.6%,-9.2%,13.2%[7.66 µM],0.5%,1.5%,1.5%,-1.2%,-2.5
COc1ccccc1Oc1coc2c(CN3CCN(C)CC3)c(O)ccc2c1=O,/,-6.6%,-10.5%,30.4%[activator],7.4%,-7.0%,4.6%,5.8%,9.8%,-7.8%,10.8
CCOc1ccccc1N1CCN(C(=O)CCCN2C(=O)c3cccc4cccc(c34)C2=O)CC1,2.0%[46.1 µM],1.1%,-4.2%,-5.2%,18.7%,9.4%,23.1µM*,-4.8%,2.3%,?,-81.0*
O=C(c1cccc(S(=O)(=O)N2CCc3ccccc32)c1)N1CCN(c2ccccn2)CC1,-11.8%,-14.2%,-4.0%,0.1%,0.4%,-26.3%,?,-2.2%,9.5%,3.7%,-2.5
CC(C)COc1cccc(C(=O)NC(=S)Nc2cccc(NC(=O)c3ccccc3Cl)c2)c1,2.3%[46.1 µM],5.7%,-3.1%,-5.4%,-6.8%,-1.8%,-17.2%,-4.8%,-0.4%,-0.5%,6.6
COc1cc(C(N)=O)cc(Cl)c1OCc1ccccc1,-1.7%[46.1 µM],-5.1%,-4.7%,-3.3%,?,-8.4%,?,3.4%,-1.5%,?,-18.8
O=C(NC(=S)Nc1ccc(CN2CCOCC2)cc1)c1ccc(-c2cccc(Cl)c2)o1,-2.1%,7.0%,-7.0%,-17.5%,8.5%,-42.7%,?,1.7%,-2.7%,15.0%,-19.5
O=C(NCC(c1ccco1)N1CCCCC1)c1ccc(OCc2ccccc2)cc1 (stereo not drawn),-3.6%,-13.5%,0.4%,2.7%,1.8%,?,-27.6%,-3.4%,-0.3%,7.1%,-2.8
Cc1cc(C)cc(NS(=O)(=O)c2ccc3[nH]c(=O)[nH]c3c2)c1,0.2%,1.4%,-6.5%,23.2%,?,7.4%,-6.2%,7.1%,2.4%,-2.5%,-0.3
CCCNC(=O)NS(=O)(=O)c1cnccc1Sc1ccc(Cl)c(Cl)c1,-2.0%,13.6%,-4.6%,0.3%,?,-6.9%,13.1%,-6.7%,8.9%,2.7%,3.0
COc1ccccc1C(=O)N/C(=C/c1ccco1)C(=O)Nc1ccc(C(=O)O)cc1,-3.4%,2.2%,-8.9%,20.3%,?,-3.9%,10.3%,4.8%,0.7%,-0.7%,-0.8
Cc1nc(-c2ccccc2)sc1C1(C)CC(c2ccc(OC(F)(F)F)cc2)=NO1 (stereo not drawn),-2.0%,3.4%,-3.3%,-9.1%,?,19.0%,?,0.9%,9.7%,-14.2%,-8.2

# Screening results as filed in PubChem BioAssay.
